Assay outcomes deposited in PubChem by National Center for Advancing Translational Sciences (NCATS).
EPAC2 antag: qHTS for Antagonist of cAMP-regulated guanine nucleotide exchange factor 2 (EPAC2): primary screen | Rap guanine nucleotide exchange factor 4 (Homo sapiens), Q8WZA2 | EPAC2 GEF exchange of Rap1B-BODIPY-GDP, fluorescence | Potency, µM (titrated, usually from 114 µM), inactives show top-dose activity, negative = inhibition, hits mostly inhibitors | hit rate 0.18% among 360,000; also: % is scaled to controls: 0 for no effect and ±100 for the full control effect; nearly all actives have a fitted effect of over 45% in size; many of its hits are not listed in these tables
Target sequence (Q8WZA2 whole entry, looked up): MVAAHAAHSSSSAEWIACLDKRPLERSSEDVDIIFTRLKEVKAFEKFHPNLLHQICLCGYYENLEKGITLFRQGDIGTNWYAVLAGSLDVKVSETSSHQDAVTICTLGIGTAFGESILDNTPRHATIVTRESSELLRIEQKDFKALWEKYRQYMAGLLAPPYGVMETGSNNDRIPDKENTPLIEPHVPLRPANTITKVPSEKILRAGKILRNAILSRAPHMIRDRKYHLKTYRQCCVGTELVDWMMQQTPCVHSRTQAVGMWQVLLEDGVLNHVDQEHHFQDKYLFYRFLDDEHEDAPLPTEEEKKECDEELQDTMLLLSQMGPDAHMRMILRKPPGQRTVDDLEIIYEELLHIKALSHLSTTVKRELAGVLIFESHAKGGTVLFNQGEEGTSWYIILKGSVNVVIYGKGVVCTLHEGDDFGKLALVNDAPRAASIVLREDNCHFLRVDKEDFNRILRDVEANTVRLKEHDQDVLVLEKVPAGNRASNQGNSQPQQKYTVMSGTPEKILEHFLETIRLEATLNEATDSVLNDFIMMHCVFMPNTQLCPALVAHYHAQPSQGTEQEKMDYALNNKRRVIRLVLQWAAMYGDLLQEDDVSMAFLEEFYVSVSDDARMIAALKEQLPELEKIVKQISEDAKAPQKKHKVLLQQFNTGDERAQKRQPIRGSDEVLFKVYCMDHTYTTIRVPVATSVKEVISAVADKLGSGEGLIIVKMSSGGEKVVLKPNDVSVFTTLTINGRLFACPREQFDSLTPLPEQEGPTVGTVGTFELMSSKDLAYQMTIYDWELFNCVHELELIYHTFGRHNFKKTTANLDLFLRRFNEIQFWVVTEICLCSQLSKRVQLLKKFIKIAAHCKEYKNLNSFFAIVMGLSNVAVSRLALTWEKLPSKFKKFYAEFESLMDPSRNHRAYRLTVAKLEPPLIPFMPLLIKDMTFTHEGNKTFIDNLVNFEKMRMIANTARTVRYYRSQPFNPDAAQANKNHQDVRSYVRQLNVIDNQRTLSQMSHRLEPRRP
Nrf2 activator: qHTS of Nrf2 Activators | AREc32 ARE-luciferase reporter (MCF7-derived line), luminescence, 24 h | Potency, µM (titrated, usually from 46.1 µM), for inactives: top-dose activation, most hits filed as activators | hit rate 0.31% among 410,000 | AID 624171, 2012; also: % of control where 0% means no effect; nearly all actives have a fitted effect of over 65% in size
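Steps: seed AREc32_Fluc cells (1000/well, 5% FBS OPTI-MEM); incubate overnight at 37 deg C; add 23 nL compound; incubate 24 hr; add Steady-Glo; hold 30 min RT; read luminescence.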
ATXN viability: Viability Counterscreen for Primary qHTS for Inhibitors of ATXN expression; S2 cells (HEK-293 line with an ATXN2-luciferase reporter) viability, CellTiter-Fluor protease fluorescence, 24 h; Potency, µM (highest dose often 56.7 µM), actives largely listed as cytotoxic; hit rate 0.49% among 400,000; also: nearly all actives have a fitted effect of over 40% in size
A549 tox: Nrf2 qHTS screen for inhibitors: counterscreen for cytotoxicity | Potency, µM (series often up to 46 µM), inactives show top-dose activity change, negative = cytotoxicity, usual class: inhibitors | hit rate 0.16% among 390,000 | A549 ARE-Fluc cells, CellTiter-Fluor viability, 18-24 h; also: % is scaled to controls: 0 for no effect and ±100 for the full control effect
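A549 ARE-Fluc cells in 5% FBS OPTI-MEM, 5000 cells/well, rested 2 h then exposed to compounds in concentration-response for 18-24 h at 37 °C. Viability by CellTiter-Fluor fluorescence (Ex 405/Em 525) after 30 min; luciferase luminescence (BugLite, 15 min, RT) read afterwards.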
Nrf2 block: Nrf2 qHTS screen for inhibitors; A549 ARE-Fluc reporter, luciferase luminescence, 18-24 h; Potency, µM (highest dose often 46 µM), for inactives: top-dose activity change, negative = inhibition, actives largely listed as inhibitors; hit rate 2.1% among 360,000; AID 504444, 2011; also: % is scaled to controls: 0 for no effect and ±100 for the full control effect; nearly all actives have a fitted effect of over 60% in size
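Reporter: ARE-Fluc in A549. Exposure: 18-24 h, 37 °C, 5% CO2, 5% FBS OPTI-MEM. Readouts: fluorescent cytotoxicity (CellTiter-Fluor), then luminescent Nrf2 signal after BugLite.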
ATXN2 expr inh: Primary qHTS for Inhibitors of ATXN expression; HEK-293 ATXN2-luciferase reporter, luminescence, 24 h; hit rate 0.72% among 360,000; Potency, µM (doses to about 57 µM), for the others: at the top dose activity change, negative = inhibition, hits mostly inhibitors; also: % is scaled to controls: 0 for no effect and ±100 for the full control effect; nearly all actives have a fitted effect of over 55% in size
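qHTS (up to 57 uM final) was run with 24 h compound exposure of reporter cells at 37 °C. Each well was multiplexed: SteadyGlo luminescence measured ATXN2-luciferase expression after a fluorogenic Gly-Phe-AFC viability readout (25 uM final).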
MCF10A rereplic: A quantitative high throughput screen for small molecules that induce DNA re-replication in MCF 10a normal breast cells | hit rate 2.9% among 350,000 | AID 624296, 2012 | MCF 10A DNA re-replication, Hoechst nuclear intensity, 48 h | Potency, µM (top dose mostly 46.1 µM), for inactives: top-dose activity, positive = re-replication, usual class: activators; also: % of control where 0% means no effect; nearly all actives have a fitted effect of over 50% in size
TGFb SMAD3 inh: qHTS for Inhibitors of TGF-b | HepG2 CAGA-GFP TGF-b/SMAD3 reporter, GFP fluorescence, 18 h; TGF-beta stimulated, 500 pg/mL final | Potency, µM (doses to about 46.1 µM), for inactives: top-dose activity, negative = inhibition, most hits filed as inhibitors | hit rate 1.2% among 410,000 | AID 588855, 2011; also: % is scaled to controls: 0 for no effect and ±100 for the full control effect; nearly all actives have a fitted effect of over 65% in size
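Inhibition was scored as loss of TGF-beta-induced (500 pg/mL final, 18 hours, 37 degrees C) GFP in HEPG2 cells carrying a CAGA-GFP reporter, in DMEM with 1% FBS. Well GFP was summed per cell; Activity was normalised to unstimulated and stimulated DMSO wells, then concentration-response fitting.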
HepG2 tox: qHTS for Inhibitors of TGF-b: Cytotox Counterscreen | HepG2 CAGA-GFP viability, ATP luminescence, 18 h | Potency, µM (series often up to 46.1 µM), for the others: at the top dose activity change, negative = cytotoxicity, usual class: cytotoxic | hit rate 0.76% among 410,000 | AID 588856, 2011; also: some results filed as inactive show a strong effect at the top dose
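HepG2 CAGA-GFP cells (1000/well, DMEM with 1% FBS) received compound, then TGF-beta at 500 pg/mL final, and were incubated 18 hours at 37 degrees C. Viability was read by CellTiter-Glo luminescence. Media-only wells were set as complete cell-killing and DMSO as no toxicity.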
Starred values were filed as active, the others as inactive; [ ] = dose if it differs, or a comment. Calls follow the shape of the dose curve; as a rule, active = well fitted curve in the direction sought with a large enough effect; inconclusive = small, poorly fitted or top-dose-only effect, or another doubt; inactive = no such curve, though single readings can be large; an effect the other way counts as inactive or inconclusive. Potency is read from the fitted curve at half-maximal effect. These rows are one share of the data; the hit share may differ from the screen's.

For COc1ccccc1Oc1nc(-c2cccnc2)nc2ccccc12 the results were EPAC2 antag inconclusive, Nrf2 activator 5.8%, ATXN viability inconclusive, A549 tox 2%, Nrf2 block -14%, ATXN2 expr inh inconclusive, MCF10A rereplic 14%, TGFb SMAD3 inh -4% and HepG2 tox -10%.
Screening COc1ccc(Cc2nc3ccc(C(=O)N4CCCCC4CO)cc3o2)cc1OC (centres undefined) returned EPAC2 antag -24%, Nrf2 activator 4.4%, ATXN viability inactive, TGFb SMAD3 inh -16% and HepG2 tox -28%.
COc1ccc(CCNC(=O)c2ccc3nc(N4CCOCC4)sc3c2)cc1OC was read as EPAC2 antag 12%, Nrf2 activator -0.3%, ATXN viability inactive, A549 tox 2%, Nrf2 block -25%, ATXN2 expr inh -8%, MCF10A rereplic -2%, TGFb SMAD3 inh 6% and HepG2 tox 4%.
Screening Cc1cc(=O)oc(C)c1C(=O)n1nc(C)c2c1C[C@@H]1[C@H]2C1(C)C returned EPAC2 antag 3%, Nrf2 activator 0.0%, ATXN viability inactive, A549 tox -5%, Nrf2 block -5%, ATXN2 expr inh -9%, MCF10A rereplic 14%, TGFb SMAD3 inh inconclusive and HepG2 tox 2%.
COc1ccc(C2CC2C(=O)c2ccccn2)cc1 (centres undefined) was read as EPAC2 antag -26%, Nrf2 activator 1.4%[9.22 µM], ATXN viability inactive, A549 tox 1%, Nrf2 block 21%, ATXN2 expr inh 27%, MCF10A rereplic -13%, TGFb SMAD3 inh 1% and HepG2 tox -12%.
For CCOc1cccc(C(=O)Nc2ccccc2N2CCN(C(=O)C(C)C)CC2)c1 the results were EPAC2 antag 4%, Nrf2 activator -1.0%, ATXN viability inactive, A549 tox -1%, Nrf2 block -10%, ATXN2 expr inh -11%, MCF10A rereplic 18%, TGFb SMAD3 inh 13% and HepG2 tox 6%.
Screening Cc1cc(C)cc(N(CCC#N)C(=O)COC(=O)c2nc3nc(C)cc(C)n3n2)c1 returned EPAC2 antag -3%, Nrf2 activator 0.4%, ATXN viability inactive, A549 tox 6%, Nrf2 block 9%, ATXN2 expr inh 3%, MCF10A rereplic -1%, TGFb SMAD3 inh -31% and HepG2 tox 9%.
For COc1cccc(OCc2cc(C(=O)NCc3ccc4c(c3)OCO4)no2)c1 the results were EPAC2 antag -2%, Nrf2 activator 7.2%, ATXN viability inactive, A549 tox inconclusive, Nrf2 block 15%, MCF10A rereplic 5%, TGFb SMAD3 inh -15% and HepG2 tox -15%.
`CCc1c(O)nc(SCC(=O)Nc2nc3ccccc3s2)n(-c2ccccc2)c1=O` gave EPAC2 antag 0%, Nrf2 activator 4.1%, ATXN viability inactive, A549 tox -6%, Nrf2 block inconclusive, ATXN2 expr inh -4%, MCF10A rereplic inconclusive, TGFb SMAD3 inh 3% and HepG2 tox -2%.
`CC1(C)C(=O)Nc2ccccc2N1C(=O)COC(=O)c1ccc(NC(N)=O)cc1` gave EPAC2 antag 0%, Nrf2 activator -0.7%, ATXN viability inactive, A549 tox 1%, Nrf2 block -6%, ATXN2 expr inh -4%, MCF10A rereplic 12%, TGFb SMAD3 inh 17% and HepG2 tox 10%.
Screening CSCC(=O)N1CCC(Oc2cccc(C(=O)NCc3ccccn3)c2)CC1 returned EPAC2 antag 0%, Nrf2 activator -0.3%, ATXN viability inactive, A549 tox 4%, Nrf2 block inconclusive, ATXN2 expr inh -10%, MCF10A rereplic 0%, TGFb SMAD3 inh 7% and HepG2 tox 3%.
Screening COc1ccccc1-c1noc2ncnc(Nc3cccc(C)c3C)c12 returned EPAC2 antag -8%, Nrf2 activator -1.1%, ATXN viability inactive, A549 tox -2%, Nrf2 block -21%, ATXN2 expr inh -2%, MCF10A rereplic 19%, TGFb SMAD3 inh -5% and HepG2 tox -2%.
`CN(C)c1ccc(NC(=O)/C=C/c2ccccc2Cl)cc1` gave EPAC2 antag -29%, Nrf2 activator 4.5%, ATXN viability inactive, A549 tox 3%, Nrf2 block inconclusive, ATXN2 expr inh 38%[activator], MCF10A rereplic 12%, TGFb SMAD3 inh -8% and HepG2 tox 17%.
Screening O=C(NCc1ccccc1F)C12CC3CC(CC(C3)C1)C2 returned EPAC2 antag -3%, Nrf2 activator 0.2%, ATXN viability inactive, A549 tox 2%, Nrf2 block -5%, ATXN2 expr inh 2%, MCF10A rereplic 0%, TGFb SMAD3 inh -3% and HepG2 tox -2%.
For CSc1ccccc1C(=O)NC1CCCCCC1 the results were EPAC2 antag 6%, Nrf2 activator 0.5%, ATXN viability inactive, A549 tox -2%, ATXN2 expr inh 17%, MCF10A rereplic -13%, TGFb SMAD3 inh -7% and HepG2 tox 0%.
Cc1nn(-c2ccccc2)c(N)c1Sc1cccc([N+](=O)[O-])c1 was read as EPAC2 antag -10%[57.1 µM], Nrf2 activator 8.9%, ATXN viability inconclusive, A549 tox 11%, Nrf2 block -1%, MCF10A rereplic 11%, TGFb SMAD3 inh -16% and HepG2 tox -12%.
`Cc1noc(C)c1COc1ccccc1C(=O)NCc1ccco1` gave EPAC2 antag 5%, Nrf2 activator 7.3%, ATXN viability inactive, A549 tox -1%, Nrf2 block -11%, MCF10A rereplic -3%, TGFb SMAD3 inh 4% and HepG2 tox 1%.
Clc1ccccc1-c1cnc2sc(NCc3ccc4c(c3)OCO4)nn12 was read as EPAC2 antag -5%, Nrf2 activator 0.0%[9.22 µM], ATXN viability inconclusive, ATXN2 expr inh -23%, TGFb SMAD3 inh -4% and HepG2 tox -48%.
`CC(C)c1ccc(NC2CCCN(C(=O)CCc3cnn(C)c3)C2)cc1` (centres undefined) gave EPAC2 antag 2%, Nrf2 activator 0.1%, ATXN viability inactive, A549 tox -8%, Nrf2 block 2%, ATXN2 expr inh -1%, MCF10A rereplic 8%, TGFb SMAD3 inh -15% and HepG2 tox 0%.
`Cc1nc(NCCc2ccc(S(N)(=O)=O)cc2)c2c3c(sc2n1)CCC3` gave EPAC2 antag 4%, Nrf2 activator 3.8%, ATXN viability inactive, A549 tox -12%, Nrf2 block -116%, ATXN2 expr inh -15%, MCF10A rereplic inconclusive, TGFb SMAD3 inh -22% and HepG2 tox -35%.

Looked up by structure from above, 2 records:
Screening COc1ccccc1-c1noc2ncnc(Nc3cccc(C)c3C)c12 returned EPAC2 antag -8%, Nrf2 activator -1.1%, ATXN viability inactive, A549 tox -2%, Nrf2 block -21%, ATXN2 expr inh -2%, MCF10A rereplic 19%, TGFb SMAD3 inh -5% and HepG2 tox -2%.
`Cc1nc(NCCc2ccc(S(N)(=O)=O)cc2)c2c3c(sc2n1)CCC3` gave EPAC2 antag 4%, Nrf2 activator 3.8%, ATXN viability inactive, A549 tox -12%, Nrf2 block -116%, ATXN2 expr inh -15%, MCF10A rereplic inconclusive, TGFb SMAD3 inh -22% and HepG2 tox -35%.

Carrying on.
Screening O=C(CSc1ccccc1)Nc1ccc(-c2nc3ccccc3[nH]2)cc1 returned EPAC2 antag 10%, Nrf2 activator -0.1%, ATXN viability inactive, A549 tox -7%, Nrf2 block 4%, ATXN2 expr inh 7%, MCF10A rereplic inconclusive, TGFb SMAD3 inh inconclusive and HepG2 tox 16µM*.
Screening COc1ccc(NC(=O)c2cc(C3CC3)nc3c2c(C)nn3-c2ccccc2)cc1 returned Nrf2 activator 0.4%, A549 tox -10%, Nrf2 block -4%, TGFb SMAD3 inh -14% and HepG2 tox -2%.
CCOC(=O)Cc1csc(NC(=O)c2csc3c2CCCC3)n1 was read as EPAC2 antag -3%, Nrf2 activator 0.1%, ATXN viability inactive, A549 tox 0%, Nrf2 block 18µM*, ATXN2 expr inh 3%, MCF10A rereplic 27%, TGFb SMAD3 inh -24% and HepG2 tox -29%.
Cc1ccncc1CNC(=O)c1ccccc1 was read as EPAC2 antag -1%, Nrf2 activator -0.5%, ATXN viability inactive, A549 tox 1%, Nrf2 block -8%, ATXN2 expr inh 9%, MCF10A rereplic -26%, TGFb SMAD3 inh -6% and HepG2 tox 6%.
Screening CCC(=O)Nc1c(C)n[nH]c1C returned EPAC2 antag -6%, Nrf2 activator 0.3%[9.22 µM], ATXN viability inactive, A549 tox -2%, Nrf2 block -6%, ATXN2 expr inh 3%, MCF10A rereplic 2%, TGFb SMAD3 inh inconclusive and HepG2 tox -35%.
For COc1cc(/C=C/C(=O)NC(=O)c2ccccc2O)ccc1OC(C)=O the results were EPAC2 antag 12%, Nrf2 activator inconclusive, ATXN viability inactive, A549 tox 0%, Nrf2 block 11%, ATXN2 expr inh 41%[activator], MCF10A rereplic -16%, TGFb SMAD3 inh 1% and HepG2 tox -18%.
COC(=O)c1cn(NC(=O)c2ccc([N+](=O)[O-])c(C)c2)c(=O)c2ccccc12 was read as EPAC2 antag 17%, Nrf2 activator 0.2%, ATXN viability inactive, A549 tox -13%, Nrf2 block inconclusive, ATXN2 expr inh 8%, MCF10A rereplic -10%, TGFb SMAD3 inh -2% and HepG2 tox 6%.
C=CCOc1c(CNc2cccc(C(=O)O)c2)cccc1OC was read as EPAC2 antag 14%, Nrf2 activator -0.8%, ATXN viability inactive, A549 tox 15%, Nrf2 block inconclusive, ATXN2 expr inh 44%[activator], MCF10A rereplic 12%, TGFb SMAD3 inh 1% and HepG2 tox 9%.
For O=C(O)c1ccc2c(c1)SC1=NS(=O)(=O)CCN12 the results were EPAC2 antag 1%, Nrf2 activator 0.1%, ATXN viability inactive, A549 tox -1%, Nrf2 block -3%, ATXN2 expr inh 2%, MCF10A rereplic 10%, TGFb SMAD3 inh 1% and HepG2 tox 4%.
